Cdc42 wt GTP: modulators (inhibitors or activators) of GTP binding to human Cdc42 wildtype | AID 761 | 190,000 compounds, 0.2% hits | percent activity (GTP binding), % at 10 µM | GST-Cdc42 beads, Bodipy-GTP binding, flow cytometry; actives lie on both sides;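 active = percent activity GTP binding at least 20 points away from the 100% baseline, either down as inhibitor or up as activator; inconclusive = compound flagged as likely green fluorescent from well-wide comparison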;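 note: median bead fluorescence of bound Bodipy-FL-GTP at 100 nM; 0% = excess unlabeled GTP control and 100% = no compound control; below 100% means less GTP binding so inhibitor and above means activator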
Target sequence (P60953 whole entry, looked up): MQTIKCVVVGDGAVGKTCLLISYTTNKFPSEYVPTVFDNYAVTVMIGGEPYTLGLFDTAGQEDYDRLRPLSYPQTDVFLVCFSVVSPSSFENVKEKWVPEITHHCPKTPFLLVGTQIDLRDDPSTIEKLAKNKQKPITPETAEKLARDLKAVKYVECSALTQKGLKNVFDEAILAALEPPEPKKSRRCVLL
Rac1 act GTP bind: alters GTP binding to activated mutant human Rac1. GST-Rac1 activated beads, fluorescent GTP binding, flow cytometry; actives lie on both sides; 100% means binding = to untreated wells. P63000. 190,000 compounds, 0.11% hits. percent activity (GTP binding), % at 10 µM;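 active = GTP binding at least 20 percentage points away from the 100% baseline, in either direction, so actives lie on both sides; inconclusive = Compound likely fluorescent itself, or too few beads counted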
ABCB1 inh: blocks JC-1 efflux by human ABCB1 transporter | inhibition, % at 6.6 µM | CCRF-Adr cells, flow cytometry | 190,000 compounds, 0.067% hits | P08183; in the data active = inhibition above about 40%;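 note: 0% = vehicle and 100% = reference inhibitor; higher value means more JC-1 retained so stronger ABCB1 efflux block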
Avidin fluor: compound fluoresces at 488/530 nm on avidin beads; compound fluorescence 488/530 nm, flow cytometry; active compounds read high; fluorescence (KMESF) at 10 µM; 220,000 compounds, 0.38% hits; AID 1775; in the data active = fluorescence above about 47; note: inactives centre near 10
Rab2A wt mod: changes GTP binding to wildtype dog Rab2A, up or down. GST-Rab2 wt beads, Bodipy-GTP binding, flow cytometry. 190,000 compounds, 0.19% hits. P61105. GTP binding activity, % at 10 µM;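 active = GTP binding activity at least 20 points away from 100%, either lowered or raised; inconclusive = signal likely due to the compound's own green fluorescence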;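 note: 0% = beads with excess unlabeled GTP and 100% = no-compound control corrected for plate trend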
Pf gametocyte: inhibitors of late stage P. falciparum gametocyte viability | inhibition, % at 10.9 µM | AID 743093 | P. falciparum stage V gametocytes, ATP luminescence, 24 h | 150,000 compounds, 0.065% hits;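 active = inhibition above the mean plus 3 SD of compounds within the control limits, set per campaign, cut at about 38% in these data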;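 note: 0% = DMSO wells and 100% = medium only without gametocytes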
HRas wt GTP bind: human HRas wildtype GTP binding, change in either direction; P01112; GST-Ras wt beads, Bodipy-FL-GTP binding, flow cytometry; actives lie on both sides; GTP binding activity, % at 10 µM; 190,000 compounds, 0.14% hits;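 active = GTP binding activity at least 20% away from the 100% baseline, either lowered as inhibitor or raised as activator; inconclusive = flagged as likely green fluorescent, judged across all proteins in the well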;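 note: 0% = unlabeled GTP competition control and 100% = no-compound control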
Target sequence (P01112 whole entry, looked up): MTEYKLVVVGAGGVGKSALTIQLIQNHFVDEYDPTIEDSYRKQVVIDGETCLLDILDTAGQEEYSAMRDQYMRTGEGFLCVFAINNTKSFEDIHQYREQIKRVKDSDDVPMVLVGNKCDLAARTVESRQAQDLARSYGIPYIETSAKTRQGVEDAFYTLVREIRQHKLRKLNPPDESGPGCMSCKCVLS
Rac1 wt modul: alters GTP binding to wildtype human Rac1. GTP binding activity (% of control), % at 10 µM. P63000. 190,000 compounds, 0.27% hits. GST-Rac1 beads, fluorescent GTP binding, flow cytometry; actives lie on both sides; 0 = cold GTP competed, 100 = untreated;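 active = GTP binding activity at least 20 points away from the 100% control level, either lower or higher; inconclusive = compound flagged as likely green fluorescent, judged across all proteins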
Rab7 wt GTP bind: alters GTP binding to wildtype dog Rab7; GST-Rab7 beads, fluorescent GTP binding, flow cytometry; actives lie on both sides; untreated = 100%, excess cold GTP = 0%; GTP binding activity (percent of control), % at 10 µM; 190,000 compounds, 0.055% hits; AID 758;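 active = fluorescent GTP binding to Rab7 beads changed by at least 20 points from the 100% baseline, either direction, mostly lower; inconclusive = compound itself probably fluorescent, or too few beads counted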;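 note: median green fluorescence of bound Bodipy-FL-GTP per Rab7 bead population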
GSH fluor: compound fluoresces at 488/530 nm on GSH beads. 190,000 compounds, 0.25% hits. GSH beads flow cytometry, compound fluorescence 488/530 nm; active compounds read high. fluorescence (KMESF) at 10 µM. AID 1776; in the data active = fluorescence above about 89;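 note: glutathione beads carrying GST-tagged Bcl family fusion proteins plus one bare bead set; values are compound well signal with DMSO vehicle wells as background; inactives centre near 16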
ABCG2 block: inhibitors of human ABCG2 transporter, ABCB1 counter-screen; IgMXP3 cells, JC-1 efflux, flow cytometry; inhibition, % at 6.6 µM; 190,000 compounds, 0.1% hits;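 active = inhibition above 80%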;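 note: 0% = DMSO and 100% = nicardipine control wells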
Target sequence (Q9UNQ0 whole entry, looked up): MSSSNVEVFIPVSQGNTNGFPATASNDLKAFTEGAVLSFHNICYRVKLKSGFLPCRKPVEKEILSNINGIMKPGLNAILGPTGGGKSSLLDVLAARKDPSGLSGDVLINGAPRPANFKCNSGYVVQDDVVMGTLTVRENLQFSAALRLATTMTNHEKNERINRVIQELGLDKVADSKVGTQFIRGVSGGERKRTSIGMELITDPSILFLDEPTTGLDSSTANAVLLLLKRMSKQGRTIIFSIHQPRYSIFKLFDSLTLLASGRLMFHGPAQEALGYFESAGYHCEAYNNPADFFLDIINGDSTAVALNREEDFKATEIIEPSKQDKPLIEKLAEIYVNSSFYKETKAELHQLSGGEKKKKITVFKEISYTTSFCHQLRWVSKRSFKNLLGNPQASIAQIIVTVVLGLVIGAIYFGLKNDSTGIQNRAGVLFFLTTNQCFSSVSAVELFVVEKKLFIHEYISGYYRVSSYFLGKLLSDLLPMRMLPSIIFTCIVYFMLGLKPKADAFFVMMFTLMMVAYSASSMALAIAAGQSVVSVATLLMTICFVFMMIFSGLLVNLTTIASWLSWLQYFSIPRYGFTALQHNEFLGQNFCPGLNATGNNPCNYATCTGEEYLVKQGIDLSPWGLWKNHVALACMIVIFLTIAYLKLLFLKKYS
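Incubation: cells with compound and JC-1, 10 min at 25 °C, rotating, no wash / Test system: IgMXP3 (ABCG2) plus far-red-tagged CCRF-Adr (ABCB1) cells / Compound dosing: one concentration, 6.6 µM final / Also added: JC-1 fluorescent substrate / Evaluation: efflux inhibition in percent versus controls / Detection: flow cytometry, 530 nm JC-1 signal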
* hit, by the source's call; ? = inconclusive; . = no result given. Outcome played no part in choosing rows. Share with any hit: about 1.1%.

SMILES	Cdc42 wt GTP	Rac1 act GTP bind	ABCB1 inh	Avidin fluor	Rab2A wt mod	Pf gametocyte	HRas wt GTP bind	Rac1 wt modul	Rab7 wt GTP bind	GSH fluor	ABCG2 block
N/C(=N\c1nc(CSc2nnnn2-c2ccccc2)cc(=O)[nH]1)Nc1ccccc1	97	95	0.5	11	97	13	98	96	100	23	3
Cc1cc(C)c(S(=O)(=O)Nc2cccc(S(=O)(=O)NC3=NCCC3)c2)c(C)c1	91	95	0.1	11	96	-14	96	99	102	70	2
Cc1c(C)c2ccc(OCC(=O)N(C)C)c(C)c2oc1=O	95	93	0.1	25	94	-2	93	96	91	12	1
O=c1cc(C(F)(F)F)nc(-n2[nH]c3c(c2=O)CCCC3)[nH]1	98	97	-0.2	38	97	.	99	96	98	14	0
COc1ccccc1-n1c(-c2ccc(Cl)cc2)c[nH]c1=S	99	96	0.9	12	96	.	98	99	96	14	2
Cc1ccc(NC(=O)Cn2cccc2)c(Br)c1	98	95	0.2	24	96	.	97	96	97	13	1
CCOC(=O)c1nn(-c2cc(C(=O)OC)cc(C(=O)OC)c2)cc1O	103	100	0.3	4	101	.	102	107	103	27	2
O=C(O)CCCn1cc(NC(=O)c2ccco2)cn1	94	97	1.4	10	96	5	96	99	94	15	19
O=C(CSc1nnc(-c2ccccc2Br)o1)N1CCc2ccccc2C1	105	96	0.4	10	99	.	104	104	103	42	2
COc1ccnc(Oc2ccc(F)cc2)c1C(=O)N/C=N/OCc1ccc(F)cc1	104	99	0.0	14	104	.	104	101	100	24	0
Cc1cc(C)nc(NC(=O)/C=C/c2ccccc2Cl)n1	93	94	-0.1	15	95	21	96	90	98	27	2
COc1ccc(N2CCN(C(=O)CN(CCc3ccccc3)S(C)(=O)=O)CC2)cc1	103	98	-0.4	12	100	-13	99	104	99	26	-1
C[C@H](N)c1nnc(SCc2c(Cl)cccc2Cl)o1	105	100	0.0	10	104	-20	106	109	105	11	0
COc1cccc(CNC(=O)CCC2CCCN(C(=O)c3cscn3)C2)c1 (stereo not given)	99	98	0.4	9	99	9	97	100	98	55	1
Oc1ccc(Nc2nnc(-c3ccc(O)cc3)c3ccccc23)cc1	93	94	0.0	8	96	7	94	94	105	66	0
CCOC(=O)N1CCN(C(=O)c2ccc(NS(C)(=O)=O)cc2)CC1	102	97	0.2	11	97	.	98	98	97	21	1
COC(=O)C1C(=O)C2=C(CC1C)NC(C)=C(C(=O)OCc1ccc(OC)cc1)C2c1ccc(C)o1 (stereo not given)	88	87	2.7	12	87	.	90	86	89	38	27
COCC(=O)Oc1c(Sc2ccccc2[N+](=O)[O-])c(C)nn1C(C)(C)C	93	92	0.3	7	97	2	94	93	101	10	-1
COc1cc(/C=C2\C(=O)N(CCC#N)N=C2C)c(Br)cc1OC(C)C	97	95	-0.1	2	95	-8	97	100	94	16	0
COc1cc(/C=N/NC(=O)CSc2cc(C)c(Br)cc2C)ccc1O	?	?	0.0	8	?	15	?	?	?	5	0
C=CCn1c(=NC(=O)C2COc3ccccc3O2)sc2cc(S(N)(=O)=O)ccc21 (stereo not given)	99	99	0.1	3	96	-32	100	103	93	5	0
CCNC(=S)N1CCN(CCNC2=CC(=O)CC(C)(C)C2)CC1	97	95	0.3	13	98	3	99	97	103	20	2
Cn1c(=O)oc2cc(S(=O)(=O)NCCC(=O)NC3CCCC3)ccc21	96	95	0.2	6	97	.	98	96	97	26	0
CNc1nc(-c2ccc([N+](=O)[O-])cc2)cs1	97	97	0.4	15	94	-19	99	98	100	16	3
CN(CC(=O)O/N=C(\N)c1ccc([N+](=O)[O-])cc1)S(=O)(=O)c1ccc2ccccc2c1	99	98	0.2	1	100	.	98	102	96	43	11
NC(=O)CSc1nnc(CNc2cccc(Cl)c2)n1CCc1ccccc1	98	96	0.3	9	96	-25	97	96	94	64	3
O=S(=O)(NCc1cc(-c2ccc(Cl)cc2)no1)c1ccc(Cl)cc1	99	100	0.2	12	101	.	100	104	100	42	2
CC12c3ccccc3C(c3ccccc31)C1C(=O)N(Cc3cccnc3)C(=O)C12 (stereo not given)	110	104	1.7	7	109	.	107	106	101	26	2
CC(c1nccs1)N(C)C(=O)CCc1nnc(-c2ccc(-c3ccccc3)cc2)o1 (stereo not given)	100	92	1.4	6	98	16	97	98	108	15	3
S=c1[nH]nc(COc2ccccc2)n1/N=C/c1ccco1	95	91	0.5	9	97	-25	96	96	100	8	9

Random excerpt: 2 compounds from above
SMILES	Cdc42 wt GTP	Rac1 act GTP bind	ABCB1 inh	Avidin fluor	Rab2A wt mod	Pf gametocyte	HRas wt GTP bind	Rac1 wt modul	Rab7 wt GTP bind	GSH fluor	ABCG2 block
Cn1c(=O)oc2cc(S(=O)(=O)NCCC(=O)NC3CCCC3)ccc21	96	95	0.2	6	97	.	98	96	97	26	0
S=c1[nH]nc(COc2ccccc2)n1/N=C/c1ccco1	95	91	0.5	9	97	-25	96	96	100	8	9

Further records
SMILES	Cdc42 wt GTP	Rac1 act GTP bind	ABCB1 inh	Avidin fluor	Rab2A wt mod	Pf gametocyte	HRas wt GTP bind	Rac1 wt modul	Rab7 wt GTP bind	GSH fluor	ABCG2 block
CCCCC(=O)Nc1ccc(C(=O)NNC(=O)c2ccccc2Br)cc1	106	101	0.0	35	101	.	101	103	101	12	0
COc1ccc(OC)c(NC(=O)c2ccc3c(=O)n(CCc4ccccc4)c(=S)[nH]c3c2)c1	99	97	0.4	10	99	-4	98	104	99	11	-15
CC(=O)c1ccc(C(=O)N2CCCC(CCC(=O)N(C)CCc3ccccn3)C2)s1 (stereo not given)	95	97	-0.3	9	95	11	93	97	94	12	1
COc1ccccc1CNC(=O)C1CC(c2ccc([N+](=O)[O-])cc2)=NO1 (stereo not given)	103	101	0.4	26	101	19	101	108	100	23	1
COc1ccc(/C=C/C(=O)Nc2c(C)nn(C)c2C)cc1COc1ccc(Cl)cc1Br	94	94	36	21	96	-19	94	96	97	24	8
CCOC(=O)C1(CCC(C)C)CC(CSc2nc3ccccc3[nH]2)OC1=O (stereo not given)	103	99	-0.6	6	101	.	102	103	101	28	0
CCOC(=O)c1cnc(SC)nc1Sc1ccccc1	104	100	-0.3	17	102	18	101	104	101	35	29
Cc1ccc2nc(-c3cccc(Br)c3)cc(C(=O)Nn3cnnc3)c2c1	95	90	-0.5	10	97	-11	94	94	103	18	-2
Cc1[nH]n(-c2ccccc2)c(=O)c1/C=N/NC(=O)COc1ccccc1[N+](=O)[O-]	97	97	-0.4	12	96	-18	99	99	95	17	1
COc1ccccc1S(=O)(=O)Cc1ccc(C(=O)N2CCCC2)o1	100	100	0.1	5	100	.	100	104	96	25	0
Cc1ccc(-c2nc(-c3cccnc3)sc2CC(=O)Nc2ccc(C)c(Cl)c2)cc1	97	96	0.7	5	98	2	96	104	97	10	10
S=C(Nc1cccc(Cl)c1)Nc1cccc2cnccc12	99	99	0.0	7	96	.	98	102	97	9	0
O=C(NC1CC2CCCC(C1)N2Cc1ccccc1)C1CCCCC1 (stereo not given)	100	97	0.3	11	100	-15	99	101	102	11	1
O=C(COc1cccc(Cl)c1)NNC(=S)Nc1ccccc1	97	96	-0.6	7	96	-7	94	100	96	21	-3
CCC(Oc1ccccc1)C(=O)Nc1ccc(S(=O)(=O)N2CCOCC2)cc1 (stereo not given)	106	99	1.8	38	100	-24	99	105	101	25	44
CC1CN(C(=O)Nc2ccc3c(c2)OCO3)CC(C)O1 (stereo not given)	98	95	0.5	14	97	.	98	95	93	13	2
Clc1ccc(CSc2nnc(CNc3cccc(Cl)c3)o2)cc1	102	98	0.1	10	98	.	100	100	99	38	0
O=C(CNCc1ccccn1)Nc1cc(S(=O)(=O)N2CCCCC2)ccc1Cl	95	95	1.0	5	98	-28	97	98	105	21	9
Cc1csc(NC(=O)CS(=O)(=O)c2ccccc2)n1	96	96	1.1	9	97	10	97	99	96	9	4
CCOC(=O)c1c(NC(=O)CSc2cn(CC)c3ccccc23)sc2c1CCC2	100	98	0.8	.	100	.	100	106	95	17	4
O=C(NCc1cccnc1)c1ccccc1CCc1ccccc1	97	95	0.5	9	95	-7	93	96	96	16	8
COc1cc(OC)cc(N(C(=O)CNC(=O)c2cccs2)C(C(=O)NCC2CCCO2)c2ccc(OC)c(OC)c2)c1 (stereo not given)	97	98	0.0	5	102	.	102	100	106	17	0
CSc1nnc(NC(=O)c2ccc(S(=O)(=O)N(C)C)cc2)s1	98	100	0.3	8	102	-3	99	104	107	20	5
O=C(CSc1nc2ccccc2[nH]1)Nc1cccc(S(=O)(=O)N2CCOCC2)c1	101	96	0.7	9	100	-2	98	99	103	13	8
O=C(Cn1nc(C(F)F)cc1C(F)F)NNC(=S)Nc1ccc([N+](=O)[O-])cc1	91	91	-0.3	11	91	-26	96	95	97	17	0
COc1cc(NC(=S)N2CCN(C(=O)C3CCCO3)CC2)c(OC)cc1Cl (stereo not given)	103	100	0.2	13	101	.	100	103	98	16	6
COCCCN1C(=O)c2[nH]nc(-c3ccccc3O)c2C1c1ccc(Cl)cc1 (stereo not given)	101	99	5.9	17	99	-2	100	100	98	27	10
CCOCCCNC(=O)C(c1ccc(Cl)cc1)N1CCN(c2ccccc2)CC1 (stereo not given)	101	98	-1.8	8	101	.	100	102	103	21	-2
Cc1ccc(S(=O)(=O)N2CCC(C(=O)C3C(=O)CC(C)(C)CC3=O)CC2)cc1	93	95	-0.5	9	97	8	95	95	92	25	0
CCCn1c(SC(C(=O)Nc2cccc(OC)c2)c2ccccc2)nc2ccccc2c1=O (stereo not given)	105	101	-0.2	6	101	10	100	102	100	8	-2
CCOC(=O)c1cnc(SCCc2ccccc2)nc1N	102	99	0.3	11	100	14	101	101	99	13	3
CC1=CC2=NC(=O)/C(=C\c3cc(C)n(-c4cccc(Cl)c4)c3C)C(=N)N2O1	103	98	8.0	5	97	1	100	104	103	10	16
CC1CCCCC1NC(=O)c1ccc(S(=O)(=O)N2CCCC2)cc1 (stereo not given)	102	99	1.2	8	99	-11	100	105	98	11	11
O=C(NC1(C(F)(F)F)NC(=O)N(c2ccccc2)C1=O)c1cccs1 (stereo not given)	106	98	-0.1	34	91	.	94	102	98	3	1
CCOC(=O)c1cc2c(=O)n3cccc(C)c3nc2n(Cc2ccco2)c1=NC(=O)c1ccccc1	98	94	1.0	32	97	9	98	97	96	11	2
Cc1ccc(Nc2c([N+](=O)[O-])cc(C(=O)N3CC(=O)Nc4ccccc43)cc2[N+](=O)[O-])c(C)c1	96	101	1.0	7	100	.	99	102	102	13	10

High-throughput results deposited in PubChem BioAssay by several laboratories.
